KCNK9 inh – blocks the human KCNK9 two-pore domain potassium channel. Q9NPC2. HEK293 KCNK9, FluxOR thallium flux fluorescence; active compounds read low. B-score at 10 µM. actives 1.2% (n = 310,000). AID 488922;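 active = ratio B-score over 3 SD below the library mean, with starting fluorescence within 5 SD of its mean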;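 note: negative B-score means less thallium flux so channel inhibition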
Target sequence (Q9NPC2 whole entry, looked up, the tested form may be a part): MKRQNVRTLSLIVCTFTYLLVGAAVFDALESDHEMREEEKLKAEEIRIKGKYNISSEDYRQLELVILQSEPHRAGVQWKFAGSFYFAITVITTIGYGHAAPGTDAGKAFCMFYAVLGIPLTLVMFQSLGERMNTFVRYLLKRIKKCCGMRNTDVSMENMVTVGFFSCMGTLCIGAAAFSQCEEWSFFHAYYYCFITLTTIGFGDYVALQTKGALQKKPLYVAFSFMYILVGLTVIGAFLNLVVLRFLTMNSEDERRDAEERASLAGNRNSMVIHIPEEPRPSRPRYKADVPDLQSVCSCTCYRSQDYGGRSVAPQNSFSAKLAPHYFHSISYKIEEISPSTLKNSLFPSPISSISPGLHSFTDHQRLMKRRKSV
Dyrk1A ADPGlo – inhibitors of rat Dyrk1A kinase | inhibition, % at 12.5 µM | Q63470 | actives 0.43% (n = 310,000) | ADP-Glo luminescence, NFATc1 peptide; in the data active = inhibition above about 50%;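 note: plate controls were vehicle with enzyme for no effect and no enzyme for full effect; many of its hits are not listed in these tables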
PolyA inh – blocks polyadenylation in yeast reporter cells; actives 0.02% (n = 300,000); calls only at 12 µM; S. cerevisiae SKY197-pL101 polyadenylation reporter, beta-gal luminescence; efflux-impaired pdr1/pdr3 knockout yeast; score 100 = 6 SD above DMSO; AID 1875;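 active = lowest replicate activity score at least 50, where 100 means six control SD above control mean; inconclusive = lowest score under 50 but half or more replicates reach 50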;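 note: yeast exposed to compound for 9 h at 30 °C; higher score means more reporter readthrough which indicates perturbed polyadenylation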
RGS4 act – potentiators or activators of RGS4. B-score at 10 µM. actives 0.92% (n = 310,000). HEK293 M3R/inducible RGS4, carbachol calcium flux Fluo4; active compounds read low;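 active = B-score of the integrated calcium signal more than 4 SD below the library mean, with starting fluorescence not abnormally high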;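 note: negative B-score means reduced calcium response which marks RGS4 activation or potentiation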
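System – HEK293 FlpIn-TREx cells, stable M3R, doxycycline-inducible RGS4 · Reagent – ECmax carbachol challenge · Times – compound preincubation 20 min at room temperature before agonist · Technique – Fluo4 fluorescence kinetic imaging of calcium · Measure – B score of integrated Fluo4 ratio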
KCNQ1 act – potentiators or activators of human KCNQ1 potassium channel; actives 0.35% (n = 310,000); CHO-K1 KCNQ1, thallium flux FluxOR fluorescence; active compounds read high; B-score at 10 µM; AID 2648;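 active = fluorescence ratio B-score, a plate-corrected score, at least three library SD, with initial intensity B-score within 5 SD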
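Medium – assay buffer, equal DMSO in all wells · Material – CHO-K1 cell line with stable KCNQ1 potassium channel expression · Signal – kinetic FluxOR thallium fluorescence, 10-s 1-Hz baseline, 110-s post-stimulus read · Compound – single concentration per compound, DMSO matched to controls · Schedule – 37 °C overnight plating, 90-min dark dye load, 20-min compound pretreatment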
KCNK3 block – human KCNK3 channel inhibition, primary screen. CHO-KCNK3 thallium flux, FluxOR fluorescence; active compounds read low. O14649. B-score at 10 µM. actives 0.84% (n = 340,000);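 active = B-score under library mean minus 4 SD, starting fluorescence ratio at most library mean plus 5 SD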;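 note: more negative B-score means stronger inhibition of thallium flux through KCNK3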
hERG protect – shields human hERG channel from block by proarrhythmic agents | Q12809 | CHO-hERG, FluxOR thallium flux, dofetilide IC70 present | activation (rescue from dofetilide block), less the hit threshold, % at 10 µM | actives 0.51% (n = 310,000);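 active = activation above the mean of controls blocked by dofetilide plus 5 SD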;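 note: thallium influx through hERG after potassium depolarization seen as dye fluorescence rise; in these data hits start at about 4.7%; inactives centre near -7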
GSK3 alpha inh – human GSK-3 alpha kinase inhibition. P49840. ADP-Glo luminescence, 60 min. inhibition, % at 10 µM. actives 0.1% (n = 320,000);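 in the data active = inhibition above about 50%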;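 note: GST-tagged GSK-3 alpha with peptide substrate and 25 µM ATP; 0% = DMSO neutral wells and 100% = GW8510 positive control wells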
GSK3B inh – inhibitors of human GSK3beta kinase | actives 0.038% (n = 300,000) | P49841 | activity score (negative = inhibition), % at 10 µM | GST-GSK3beta kinase, ADP-Glo luminescence, 60 min; active compounds read low | AID 2097;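 active = more than half of replicate wells score below -50%, meaning over 50% inhibition versus plate controls; inconclusive = some replicates but at most half score below -50%; inactive = no replicate scores below -50%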;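 note: 0% = median DMSO wells and -100% = median GW8510 positive control wells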
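Assay system: GST-tagged human GSK3beta kinase, cell-free; Input: 1.6 ng GSK3beta; Medium: Tris/MgCl2 kinase buffer; Timing: 60 min enzyme reaction, room temperature; Signal: ADP-Glo luminescence quantifying ADP generated by kinase; Evaluation: score relative to plate controls; Benchmarks: DMSO neutral wells and GW8510 at 20 µM as positive.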
HDAC3 inhib – inhibitors of human histone deacetylase 3 | recombinant HDAC3, fluorogenic peptide/trypsin coupled, fluorescence | O15379 | inhibition, % at 8.3 µM | actives 0.15% (n = 320,000); in the data active = inhibition above about 26%, passing the limit was not always enough; inconclusive = no clear call, values can overlap the other calls
Target sequence (O15379 whole entry, looked up): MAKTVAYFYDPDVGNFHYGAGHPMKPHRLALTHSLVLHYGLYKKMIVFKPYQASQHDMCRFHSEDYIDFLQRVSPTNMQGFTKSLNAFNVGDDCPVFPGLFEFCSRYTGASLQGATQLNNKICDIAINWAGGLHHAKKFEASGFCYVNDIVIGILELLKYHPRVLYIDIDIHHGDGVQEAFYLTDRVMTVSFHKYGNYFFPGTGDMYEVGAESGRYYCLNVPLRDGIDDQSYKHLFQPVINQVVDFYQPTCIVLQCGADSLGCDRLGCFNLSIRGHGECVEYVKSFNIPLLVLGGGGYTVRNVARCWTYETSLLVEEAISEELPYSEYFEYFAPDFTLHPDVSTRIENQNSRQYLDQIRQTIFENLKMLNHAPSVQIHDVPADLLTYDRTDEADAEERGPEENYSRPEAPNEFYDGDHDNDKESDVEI
KCNQ1 block – blocks the human KCNQ1 potassium channel. P51787. CHO-K1 KCNQ1, FluxOR thallium flux fluorescence; active compounds read high. B-score at 10 µM. actives 1.3% (n = 310,000);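 active = compounds whose thallium flux B-score, printed positive for inhibition, exceeds three library SD while starting fluorescence stays within three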;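 note: channel opened by potassium depolarization with thallium stimulus after 20 min compound exposure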
Starred values were filed as active, the others as inactive; i = inactive; ? = inconclusive; nt = no result given. Some of the compounds tested; the hit share may differ from the screen's.

SMILES	KCNK9 inh	Dyrk1A ADPGlo	PolyA inh	RGS4 act	KCNQ1 act	KCNK3 block	hERG protect	GSK3 alpha inh	GSK3B inh	HDAC3 inhib	KCNQ1 block
CSc1cccc(NC(=O)C2C3C=CC4(O3)C2C(=O)N(CCN2CCOCC2)C4C(=O)NC2CCCCC2)c1 (stereo unspecified)	i	-3	i	i	i	i	-12	-1	nt	-2	i
CCOc1ccc(CC(=O)NCCc2cnc[nH]2)cc1	i	1	i	i	i	i	-2	0	-1	-1	i
N#Cc1cc2c(=O)n3ccccc3nc2n(Cc2cccnc2)c1=O	i	-10	i	i	i	i	-9	1	-2	-19	i
O=[N+]([O-])c1ccc2c(c1)C(N1CCOCC1)/C(=C/COc1ccc(Cl)cc1Cl)O2 (stereo unspecified)	i	4	i	i	i	i	-9	0	0	?	i
Cc1cc(C)c(C(=O)/C=C/C=C/c2ccccc2)c(=O)[nH]1	i	-3	i	i	i	i	-14	2	0	-3	i
CCOc1ccc2nc(SCC(=O)Nc3cccc(S(=O)(=O)NC4=NCCCCC4)c3)[nH]c2c1	i	nt	i	i	i	i	-10	0	2	-5	i
Cc1ccc(-n2c(SCC(=O)N/N=C/c3ccccc3C(=O)O)nnc2-c2ccc(Cl)cc2)cc1	i	-6	i	i	i	i	-19	-4	0	6	i
Cc1cc(=O)oc(C)c1C(=O)NCCN(C)Cc1ccccc1	i	3	i	i	i	i	-3	1	2	-4	i
CS(=O)(=O)N1CCC(C(=O)N2CCC(Cc3ccccc3)CC2)CC1	i	-3	i	i	i	i	-1	-1	0	nt	i
O=C(CCc1ccccc1)Nc1ccc(N2CCCCC2)cc1	i	-9	i	i	i	i	-4	2	1	2	i
COc1ccc(CNC(=O)COC(=O)c2cncc(Br)c2)cc1	i	nt	nt	i	i	i	-4	-2	-1	4	i
COC(=O)[C@@H](NC(=O)CCc1nnc(-c2ccsc2)o1)C(C)C	i	-6	i	i	i	i	-11	-4	-2	-10	i
Cc1cc(NC(=O)CSc2nc3ccccc3cc2C#N)no1	i	4	i	i	i	i	-6	-1	-4	-1	i
CC(=O)N1c2ccc(S(=O)(=O)N(C)CC(=O)Nc3ccccc3C)cc2CC1C (stereo unspecified)	i	3	i	i	i	i	-5	0	-1	4	i
O=[N+]([O-])c1ccc(S(=O)(=O)Nc2ncccn2)cc1	i	4	i	i	i	i	-2	1	0	0	i
c1ccc(SCc2cn3cccnc3n2)nc1	i	-5	i	i	i	i	-5	0	-2	-40	i
Cc1ccc(C(=O)Sc2cccccc2=O)cc1	i	4	i	i	15*	i	5.5*	-2	0	19	i
O=S(=O)(c1ccc(F)cc1)c1snnc1-c1ccccc1	i	-2	i	i	i	i	-12	1	1	9	i
Cc1nn(C)cc1S(=O)(=O)N1CCCCC1C (stereo unspecified)	i	1	i	i	i	i	-1	0	-15	2	i
O=S(=O)(Nc1cccnc1)c1cc(Cl)ccc1Cl	i	-1	i	i	i	i	-2	-2	-6	-1	i
Cc1cc(C)cc(-n2nnc(C(=O)NCc3ccco3)c2N)c1	i	3	i	i	i	i	-6	-2	-1	-1	i
CSc1nc(N)n(-c2cc(C(F)(F)F)ccn2)n1	i	-5	i	i	i	i	-4	-3	-4	0	i
COC(=O)Cn1cnc2c(nnn2-c2ccc(OC)cc2)c1=O	i	-1	i	i	i	i	-8	-1	-6	-8	i
CC(C)c1nc2scc(-c3ccc(Cl)cc3)c2c(=O)n1N	i	8	i	i	i	i	-13	-2	1	4	i
CCCCC1(CC)C(=O)NC(=O)NC1=Nc1ccc(OC)cc1 (stereo unspecified)	i	4	i	i	i	i	-13	-2	-1	-8	i

An excerpt of these results, with bars between the fields.
structure | KCNK9 inh | Dyrk1A ADPGlo | PolyA inh | RGS4 act | KCNQ1 act | KCNK3 block | hERG protect | GSK3 alpha inh | GSK3B inh | HDAC3 inhib | KCNQ1 block
O=C(CCc1ccccc1)Nc1ccc(N2CCCCC2)cc1 | i | -9 | i | i | i | i | -4 | 2 | 1 | 2 | i
Cc1nn(C)cc1S(=O)(=O)N1CCCCC1C (stereo unspecified) | i | 1 | i | i | i | i | -1 | 0 | -15 | 2 | i
O=S(=O)(c1ccc(F)cc1)c1snnc1-c1ccccc1 | i | -2 | i | i | i | i | -12 | 1 | 1 | 9 | i
COC(=O)Cn1cnc2c(nnn2-c2ccc(OC)cc2)c1=O | i | -1 | i | i | i | i | -8 | -1 | -6 | -8 | i
O=[N+]([O-])c1ccc2c(c1)C(N1CCOCC1)/C(=C/COc1ccc(Cl)cc1Cl)O2 (stereo unspecified) | i | 4 | i | i | i | i | -9 | 0 | 0 | ? | i

The results go on.
SMILES	KCNK9 inh	Dyrk1A ADPGlo	PolyA inh	RGS4 act	KCNQ1 act	KCNK3 block	hERG protect	GSK3 alpha inh	GSK3B inh	HDAC3 inhib	KCNQ1 block
COc1cc(CC(=O)OCC(=O)NCC(C)C)cc(OC)c1OC	i	5	i	i	i	i	-15	-1	3	-1	i
Cc1ccc(NC2=NCC(=O)N2C2CCCC2)cc1C	i	6	i	i	i	i	-6	0	0	-4	i
O=C1CC2(CCN(C(=O)c3ccc(Cl)cc3)CC2)Oc2ccccc21	i	-4	i	i	i	i	-9	0	3	-2	i
COc1ccccc1C(=O)NC(=O)Nc1cccc(Cl)c1	i	3	i	i	i	i	-2	-2	-5	3	i
COc1ccc(-n2c(=O)cc(N3CCCCCC3)[nH]c2=O)cc1	i	-2	i	i	i	i	-7	-4	-4	2	i
CNC(=S)N1N=C(c2ccc(OC)cc2)CC1c1ccc(Cl)cc1Cl (stereo unspecified)	i	4	i	i	i	i	-9	1	1	-2	i
O=C(CNS(=O)(=O)c1ccc(F)cc1)N1CCCCCC1	i	-2	i	i	i	i	-6	0	0	5	i
COc1ccc(C(CC(=O)O)NC(=O)COc2ccccc2)cc1OC (stereo unspecified)	i	1	i	i	i	i	-4	3	3	0	i
CSc1nnc(C)c(/C=C/Nc2ccc(Cl)cc2)n1	i	-7	i	i	i	i	-1	0	1	1	11*
C=CCNCc1ccc(C(=O)NCCCCCCC)cc1[N+](=O)[O-]	i	-2	i	i	i	i	3	-2	-4	2	i
NC(=O)c1ccc(N=Nc2c(-c3ccccc3)[nH]n(-c3ccccc3)c2=O)cc1	i	nt	i	i	i	nt	-12	0	-1	6	i
O=C(N/N=C/c1cn(-c2ccccc2)nc1-c1ccc(F)cc1)c1ccc(Br)o1	i	-8	i	i	i	-8.7*	-12	5	2	5	i
COc1ccc(OCCCC(=O)Nc2ccc(N3CCCCC3)cc2)cc1	i	-10	i	i	i	i	-14	-3	2	-5	i
O=C(COC(=O)/C=C/c1ccccc1Cl)NC1CCCCCC1	i	-5	i	i	i	i	-12	0	0	-1	i
CCCc1nnc(SCC(=O)NC2CCCCC2)n1CCOC	i	11	i	i	i	i	-4	-1	nt	-2	i
Cc1cccc(CN2CCC(CNC(=O)Nc3ccc(F)c(Cl)c3)CC2)c1	i	-2	i	i	i	i	-14	-6	1	-2	i
O=C(Nc1ccccc1C(=O)Nc1ccccn1)c1ccc([N+](=O)[O-])cc1	i	nt	i	i	i	i	-4	-3	-1	4	i
COc1ccc2oc(=O)c(C(=O)Nc3ccccc3C)cc2c1	i	-3	i	i	i	i	-11	1	-2	-6	i
O=C(Nc1cc(F)cc(F)c1)c1sc(Cl)nc1-c1ccccc1	i	2	i	i	i	i	-6	0	-1	3	i
CCOC(=O)C1CCCN(C(=O)c2cc(Nc3ccc(OC)cc3)nc3ccccc23)C1 (stereo unspecified)	i	1	i	i	i	i	-5	1	2	-8	i
COCC(C)n1c(SCC(=O)NNC(=O)c2ccc(F)cc2)nc2ccccc2c1=O (stereo unspecified)	i	4	i	i	i	i	-3	nt	1	nt	i
COc1cc(Cl)c(S(=O)(=O)N2CC(C)OC(C)C2)cc1Cl (stereo unspecified)	i	-1	i	i	i	i	-12	-2	2	-3	i
Cc1cc(Nc2ccc(C(=O)O)cc2)n2nc(C)nc2n1	i	-8	i	i	i	i	-7	-3	-4	6	i
COc1ccc(-c2sc(Nc3ccccc3)n[n+]2C)c(C)c1C	i	13	i	i	i	i	-6	3	2	-1	i
CC(C)NC(=O)CS(=O)(=O)c1ccccc1	i	4	i	i	i	i	-9	0	0	-9	i

Profiles as entered above. Order of values: KCNK9 inh, Dyrk1A ADPGlo, PolyA inh, RGS4 act, KCNQ1 act, KCNK3 block, hERG protect, GSK3 alpha inh, GSK3B inh, HDAC3 inhib, KCNQ1 block
`Cc1cc(C)cc(-n2nnc(C(=O)NCc3ccco3)c2N)c1` in the list: i, 3, i, i, i, i, -6, -2, -1, -1, i
`Cc1ccc(NC2=NCC(=O)N2C2CCCC2)cc1C` in the list: i, 6, i, i, i, i, -6, 0, 0, -4, i

Ordered by value in HDAC3 inhib (low to high): three from the list above.
mol	HDAC3 inhib
Cc1cccc(CN2CCC(CNC(=O)Nc3ccc(F)c(Cl)c3)CC2)c1	-2
COc1ccc(-n2c(=O)cc(N3CCCCCC3)[nH]c2=O)cc1	2
O=C(CNS(=O)(=O)c1ccc(F)cc1)N1CCCCCC1	5

Assay outcomes as filed in PubChem BioAssay.
